EP2 mod: modulates human prostaglandin E2 receptor EP2 signaling; EP2-expressing cells, cAMP HTRF FRET, PGE2 co-stimulation; induction, % at 25 µM; P43116; 260,000 compounds, 0.83% hits;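 active = compounds whose cAMP rise, as percent of the full-agonist control response, exceeds 60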;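 also: rat C6 glioma line stably carrying human EP2 under a CMV promoter; the protocol text gives 20 µM as final concentration; 100% = response of wells given 1 µM PGE2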
Target sequence (P43116 whole entry, looked up): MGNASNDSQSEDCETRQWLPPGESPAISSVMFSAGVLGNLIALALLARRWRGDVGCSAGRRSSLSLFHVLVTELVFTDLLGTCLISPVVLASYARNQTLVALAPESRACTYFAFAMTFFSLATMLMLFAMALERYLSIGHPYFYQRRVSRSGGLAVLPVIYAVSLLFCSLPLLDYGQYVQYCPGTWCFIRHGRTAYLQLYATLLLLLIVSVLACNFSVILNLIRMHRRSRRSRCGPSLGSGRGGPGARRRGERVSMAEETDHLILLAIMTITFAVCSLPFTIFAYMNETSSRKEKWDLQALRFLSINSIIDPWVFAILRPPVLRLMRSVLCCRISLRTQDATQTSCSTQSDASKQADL
Runt-CBFb FRET: inhibitors of human RUNX1 Runt domain binding to CBFb. Cerulean-Runt/Venus-CBFb FRET ratio 530/480, 1 h. inhibition, % at 20 µM. 220,000 compounds, 0.46% hits. AID 1496;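 active = inhibition over about 50% at 20 µM in the single-dose screen, limit read from the data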;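 also: 0% = DMSO wells and 100% = excess unlabeled CBFb competitor control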
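Reagent – Venus-CBFb binding partner, 100 nM · Assay system – Cerulean-tagged RUNX1 Runt domain (FRET donor) fusion protein · Input – 100 nM per protein · Incubation – two 1 h room-temperature incubations shielded from light · Measured by – FRET fluorescence · Medium – Tris buffer pH 7.5 with salts and BSA · Benchmarks – unlabeled CBFb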
Hck Nef HTS: human Hck-Nef kinase inhibition | AID 463187 | Recombinant Hck-YEEI plus Nef, Z-Lyte FRET kinase assay | inhibition, % at 20 µM | 220,000 compounds, 0.68% hits;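 active = Hck-Nef kinase inhibition above about 50%, limit read from the data; inactive = inhibition below that limit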;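 also: 0% = DMSO with Hck plus Nef and 100% = Hck alone without Nef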
Target sequence (P08631 whole entry, looked up): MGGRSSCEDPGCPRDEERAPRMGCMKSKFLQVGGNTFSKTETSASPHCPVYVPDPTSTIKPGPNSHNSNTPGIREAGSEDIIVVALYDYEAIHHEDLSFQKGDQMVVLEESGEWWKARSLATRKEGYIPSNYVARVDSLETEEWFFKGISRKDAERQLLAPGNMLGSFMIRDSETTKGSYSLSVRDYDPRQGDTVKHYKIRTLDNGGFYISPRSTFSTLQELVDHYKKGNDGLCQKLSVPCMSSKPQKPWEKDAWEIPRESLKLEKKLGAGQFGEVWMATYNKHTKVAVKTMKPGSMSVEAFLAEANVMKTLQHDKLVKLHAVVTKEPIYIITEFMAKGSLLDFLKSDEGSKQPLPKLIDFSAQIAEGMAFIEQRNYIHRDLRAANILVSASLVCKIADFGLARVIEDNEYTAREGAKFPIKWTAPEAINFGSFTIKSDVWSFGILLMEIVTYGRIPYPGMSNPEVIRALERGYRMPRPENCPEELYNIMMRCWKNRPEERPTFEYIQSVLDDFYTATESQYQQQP
Runt-SMMHC FRET: blocks binding of human RUNX1 Runt domain to CBFb-SMMHC; Cerulean-Runt/Venus-CBFb-SMMHC FRET ratio 530/480, 1 h; 220,000 compounds, 0.74% hits; inhibition, % at 20 µM; Q01196+Q13951; AID 1434;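 active = mean inhibition across duplicate retests at 20 µM reaching about 50%, limit read from the data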;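 also: 0% = DMSO wells and 100% = wells with excess untagged CBFb-SMMHC; inhibitors lower the FRET ratio by blocking Runt binding to CBFb-SMMHC; some results filed as inactive read as strong as hits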
L929 necroptosis: L929 zVAD cell death inhibition | L929 zVAD necroptosis rescue, ATP luminescence, 24 h; with zVAD 60 µM | viability rescue, % at 10 µM | 220,000 compounds, 0.38% hits;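 active = activation, scaled between plate controls, above about 75%, limit read from the data; inactive = activation under that limit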;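 also: 0% = zVAD with DMSO and 100% = DMSO alone without zVAD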
PGE2 EP2 inh: EP2 receptor (human) inhibition; P43116; C6 glioma cells expressing human EP2, cAMP TR-FRET; cells stimulated with saturating PGE2; inhibition, % at 25 µM; 260,000 compounds, 0.52% hits;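 active = percent inhibition above 40 after rounding to a whole number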;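 also: rat C6 glioma host cells with rolipram phosphodiesterase inhibitor present; the protocol text gives 20 µM as final concentration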
TNF necrop inh: inhibitors of TNF-alpha induced necroptosis in Jurkat FADD-/- cells | Jurkat FADD-/- TNF necroptosis rescue, ATP luminescence, 24 h; 0 = TNF only, 100 = no-TNF cells | activation (protection from cell death), % at 10 µM | 220,000 compounds, 0.068% hits;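 active = activation, meaning protection from cell death, of at least 50% relative to plate controls; inactive = activation below 50%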;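 also: necroptosis triggered by 40 ng/mL TNF-alpha added together with compound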
RBBP9 inhibitor: inhibitors of human serine hydrolase RBBP9 | O75884 | recombinant RBBP9, FP-Rh probe fluorescence polarization | inhibition, % at 7.94 µM | 220,000 compounds, 0.2% hits;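 active = inhibition above the campaign mean of all tested compounds plus 3 SD, cut at about 14% in these data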;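 also: plate controls were DMSO wells with RBBP9 for no effect and wells lacking RBBP9 protein for full effect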
Target sequence (O75884 whole entry, looked up): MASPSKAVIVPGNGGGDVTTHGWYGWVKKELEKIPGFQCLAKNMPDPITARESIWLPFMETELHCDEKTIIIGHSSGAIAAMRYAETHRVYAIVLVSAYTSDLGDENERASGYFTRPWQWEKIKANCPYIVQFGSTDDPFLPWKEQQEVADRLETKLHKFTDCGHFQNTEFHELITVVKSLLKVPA
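System: RBBP9 protein / Quantity: 2.5 µM RBBP9 dispensing solution, before mixing / Also added: Serine-hydrolase probe FP-Rh, 375 nM pre-mixing / Dosing: 7.94 µM single dose, 0.794% DMSO / Timing: enzyme-compound preincubation 30 min, then probe labeling 45 min, 25 °C / Signal: FP readout at 525/598 nm / Controls: DMSO-treated enzyme wells and wells lacking RBBP9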
PERK inh: human PERK inhibition, primary cell-based screen | AID 1416 | CHO PERK-DD fusion, SEAP luminescence translation reporter | Q9NZJ5 | inhibition, % at 5.6 µM | 220,000 compounds, 0.17% hits;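 active = inhibition above the mean inhibition of all tested compounds plus 3 SD, set separately per screening campaign, cut at about 2.9% in these data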;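 also: PERK kinase domain activated by AP20187 dimerizer at 100 nM; 0% = DMSO with dimerizer and 100% = rapamycin at 8.4 µM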
* = called active by the depositor; . = not tested or not shown; & = joins results of further samples.

item | molecule | EP2 mod | Runt-CBFb FRET | Hck Nef HTS | Runt-SMMHC FRET | L929 necroptosis | PGE2 EP2 inh | TNF necrop inh | RBBP9 inhibitor | PERK inh
1 | O=C1c2ccccc2C(=O)N1Cc1nc2ccccc2c(=O)n1CCCN1CCOCC1 | -4 | -2 | 4 | -4 | 0.6 | 8 | -0.1 | -6 | 0.7
2 | CCCCCn1c(SCC(=O)c2ccccc2)nc2cc(C(=O)NCc3ccco3)ccc2c1=O | 31 | . | 4 | -4 | 0.4 | 6 | -0.4 | -6 | 1.7
3 | N#Cc1ccc(Nc2ccccc2)c(N)c1 | 10 | 0 | 5 | -1 | 0.1 | 9 | -2.2 | 2 | 1.2
4 | COCCCN(C(=O)Cc1ccc(Cl)c(Cl)c1)c1c(N)n(Cc2ccccc2)c(=O)[nH]c1=O | 32 | 6 | 7 | -5 | -0.3 | 5 | 2.2 | 3 | 1.0
5 | COC(=O)c1ccnc(/C=N/O)c1 | 26 | -4 | 0 | 0 | 0.6 | 15 | 0.3 | -1 | 0.0
6 | Nn1c(SCC(=O)NC(=O)Nc2ccc3c(c2)OCCO3)nnc1C1CC1 | -10 | 0 | 23 | 2 | 0.4 | 1 | -0.5 | -11 | 0.6
7 | O=C(O)CCSc1nc2ccc(Br)cc2[nH]1 | 21 | 0 | -1 | -9 | -0.5 | 11 | -1.2 | 6 | 0.8
8 | N#CC(C#N)=NNc1ccc(S(=O)(=O)N2CCCC2)cc1 | -16 | -2 | 2 | 1 | 5.5 | 7 | 2.0 | -6 | 0.5
9 | CCCN(CCC)CC(O)Cn1c2ccccc2c2ccccc21 (stereo not given) | -20 | 1 | 22 | 0 | -0.6 | 8 | 4.3 | -6 | 0.1
10 | COc1cc(CCC(=O)OCC(=O)NCc2ccc(Cl)cc2)cc(OC)c1OC | -6 | -2 | 16 | -1 | 0.4 | -1 | 0.3 | -5 | 0.8
11 | CC1(C)Cc2c(sc(N)c2C#N)C(C)(C)N1 | 10 | 8 | 29 | 17 | 10 | 5 | 0.3 | -13 | 1.6
12 | Cc1ccccc1/C(N)=N/O | 0 | 2 | 0 | -5 | 2.3 | 8 | 2.1 | 2 | 0.7
13 | Cc1ccc(NC(=O)C(C)N=C2NS(=O)(=O)c3ccccc32)cc1F (stereo not given) | -22 | 0 | 28 | -1 | 0.4 | 1 | 3.7 | -9 | -0.1
14 | CCOC(=O)C(C)On1c(SC(C)C(=O)OCC)nc2ccccc2c1=O (stereo not given) | 22 | 3 | 1 | 4 | 0.0 | 4 | 0.5 | -11 | -1.4
15 | Cc1ccc2c(c1)nnn2C1CCN(CC(=O)N2CCN(c3ccc(F)cc3)CC2)CC1 | -3 | -3 | 11 | 2 | 0.0 | 0 | -2.8 | -11 | -0.5
16 | CCOC(=O)/C(C#N)=C/c1cc2ccccc2nc1Cl | 11 | 0 | 17 | -4 | 0.6 | 12 | -16 | -7 | 0.8
17 | O=C(c1ccc(S(=O)(=O)N2CCOCC2)cc1)N1CCN(c2cccc(Cl)c2)CC1 | 1 | 0 | 0 | 1 | -0.2 | 5 | 0.2 | -3 | -1.8
18 | O=C(CN(C(=O)Cn1nnc(-c2cccs2)n1)c1ccc2c(c1)OCCO2)NC1CCCCC1 | -2&7 | -2 | 1 | -1 | 1.2 | 29&5 | -3.5 | 1 | -0.2
19 | CCN(CC)C(=O)C1CCCc2c1[nH]c1ccc(Cl)cc21 (stereo not given) | . | -15 | 19 | -42 | 1.7 | 13 | -0.5 | 7 | 0.8
20 | CCOc1ccc(Nc2cc(=O)n(C)c(=O)n2C)cc1 | 22 | 2 | 0 | 0 | 2.5 | . | 0.7 | -2 | 0.2
21 | NC(=O)c1ccc(NCc2ccco2)c([N+](=O)[O-])c1 | 3 | 0 | 0 | -4 | -0.4 | 12 | -3.8 | 2 | 1.1
22 | Cc1cccc(C)c1NC(=O)C1NC(=O)CC1c1ccccc1 (stereo not given) | 10 | 3 | 6 | 1 | 0.1 | 9 | -0.5 | -3 | 1.6
23 | CC(=O)c1ccc(NC(=O)C(C)Sc2nnnn2C)cc1 (stereo not given) | 10 | -1 | -1 | 0 | 0.0 | 3 | -0.7 | -7 | -0.1
24 | CCC(=O)NNc1nc2c(C)c(C)ccc2s1 | -18 | 25 | 22 | 1 | 3.5 | 5 | -0.3 | -7 | -0.2
25 | CC1(C)CC(=O)c2sc(NC(=O)CCS(=O)(=O)c3ccccc3)nc2C1 | 1 | 1 | 0 | -5 | -1.1 | 7 | -10 | -8 | -0.1
26 | Cc1ccc2c(c1)c1ncn(Cc3ccc(F)cc3)c(=O)c1n2C | -1 | -3 | 22 | 1 | 1.7 | 7 | 3.4 | -9 | -1.9
27 | Cc1csc2ncc(C(=O)N3CCc4ccccc43)c(=O)n12 | . | . | 14 | . | 0.4 | 11 | -1.3 | 7 | 1.1
28 | CCCC(=O)Nc1cc(C)c(NC(=O)c2ccccn2)cn1 | 23 | -3 | 0 | -24 | 2.4 | 10 | 2.0 | -7 | -0.8
29 | Cn1c(=O)c2c(nc(CN3CCc4ccccc4C3)n2CC(=O)c2ccccc2)n(C)c1=O | . | . | 1 | . | -0.1 | 12 | -5.0 | -2 | -1.5
30 | CCOC(=O)C(C)c1c(C)[nH]c(=S)[nH]c1=O (stereo not given) | 17 | 4 | -2 | -2 | 0.4 | . | 0.0 | -2 | 0.3
31 | COC(=O)CN(c1ccc2c(c1)OCO2)S(C)(=O)=O | 8 | 0 | 2 | -1 | -0.2 | 4 | 1.9 | -1 | 1.5
32 | CCOCC(=O)Nc1nnc(COc2ccc(Cl)cc2)s1 | 34 | 17 | 3 | 11 | 0.4 | 1 | -0.3 | -4 | 0.0
33 | CC1CCCC(NS(=O)(=O)c2ccc3c(c2)OCCO3)C1C (stereo not given) | 2 | -1 | 0 | -4 | 0.2 | 12 | -4.6 | -4 | 0.0
34 | CCSc1ccccc1C(=O)Nc1nncs1 | 13 | 2 | 4 | 1 | -0.6 | 11 | -2.1 | -1 | 0.7
35 | Cc1nonc1CC(=O)N1CCCC(C(=O)c2cccc(C(F)(F)F)c2)C1 (stereo not given) | -2 | -4 | -4 | -2 | 0.1 | 2 | 0.9 | -4 | 0.0
36 | Cc1ccc(S(=O)(=O)N/N=C2/CC(c3ccccc3)Oc3ccccc32)cc1[N+](=O)[O-] (stereo not given) | -25 | 1 | -2 | -4 | 0.1 | 2 | -1.0 | -9 | 0.2
37 | CC(CCO)Nc1nc2c([nH]1)c(=O)n(C)c(=O)n2C (stereo not given) | 16 | 0 | 3 | -4 | 1.9 | 3 | 0.5 | -1 | 1.2
38 | COCCNC(=O)c1onc(CSc2ccccc2)c1C(=O)O | -5 | 1 | 1 | -4 | -0.2 | 10 | -0.9 | -9 | -0.4
39 | Cc1cc(C)cc(C(=O)NC(=S)Nc2ccc3c(c2)OCCO3)c1 | 36 | 4 | 0 | 3 | -0.9 | 10 | 0.7 | -3 | 0.3
40 | CCC(C)c1ccc(Nc2ncccc2C#N)cc1 (stereo not given) | 31 | -3 | 0 | -3 | 0.1 | 15 | -1.6 | -4 | 0.2
41 | Cc1nn(CCc2n[nH]c(=S)n2C)c(C)c1Br | 18 | 5 | -21 | 8 | 0.0 | 8 | -0.3 | 2 | 0.2
42 | N/C(=N\OC(=O)Cc1ccc(Cl)cc1)c1cccnc1 | -1 | -3 | 0 | 1 | 0.2 | 7 | -1.6 | -2 | 1.2
43 | COc1ccc(CCNC(=O)c2cc3ccccn3n2)c(OC)c1OC | 1 | 0 | 0 | 0 | 0.3 | 14 | -0.1 | 3 | 0.6
44 | C#Cc1ccc(C(=O)Nc2ccc(N3CCC(C)CC3)c(C(N)=O)c2)cc1 | 54 | -2 | 29 | -3 | 24 | 4 | 3.0 | -3 | 0.2
45 | N#CC1(c2ccccc2)CCCN1C(=O)c1ccccc1Cl (stereo not given) | -25 | 2 | -2 | -1 | 0.5 | 14 | 0.2 | -6 | 0.4
46 | COC(=O)c1ccc2c(=O)n(-c3ccccc3)c(=S)[nH]c2c1 | 9 | 0 | 21 | 2 | -0.8 | 10 | -1.2 | -12 | 0.9
47 | CCN(CC)CCN(C(=O)C1=COCCO1)c1nc2cc3c(cc2s1)OCO3 | -7 | -1 | -9 | 2 | 0.9 | 4 | 2.6 | -4 | 1.5
48 | O=c1c(-c2c(O)cc(O)c3c(=O)cc(-c4ccc(O)cc4)oc23)c(-c2ccc(O)cc2)oc2cc(O)cc(O)c12 | -4 | -2 | 66* | -4 | 0.6 | 20 | 0.2 | . | .
49 | O=C(CCC1COc2ccccc2O1)NCc1ccccc1 (stereo not given) | -32 | 1 | 3 | 0 | 0.8 | 3 | 2.4 | 2 | 2.1
50 | O=[N+]([O-])c1cccc(C2=NCCS2)c1 | -3 | 1 | 3 | 1 | -0.1 | 5 | 2.5 | -5 | -0.3
51 | O=S(=O)(c1ccc(-c2ccccc2)cc1)N1CCCC1 | -64 | 1 | 22 | 4 | 6.0 | 1 | 1.3 | -4 | 0.3
52 | CCOc1ccc(Nc2nc(Cc3nnc(SCC(=O)c4ccc(C)cc4)o3)cs2)cc1 | -24&-1 | 4 | 1 | 4 | 0.0 | 9&9 | -2.8 | 1 | 0.8
53 | O=C(NCN1CCc2ccccc2C1)c1cnccn1 | 5 | -2 | 1 | 1 | 0.1 | 9 | 0.3 | -6 | 0.8
54 | Cc1cccc(N2C(=O)CC(N3CCN(c4cccc(C(F)(F)F)c4)CC3)C2=O)c1 (stereo not given) | -13 | -4 | 1 | -2 | -0.1 | 7 | 0.3 | 8 | -0.1
55 | Cc1ccc(C(=O)NCC(=O)OCC(=O)Nc2cccc(S(=O)(=O)N3CCCC3)c2)cc1C | 30 | 2 | 26 | 0 | 0.4 | 5 | 3.5 | 0 | 0.6
56 | CCN(CCNC(=O)c1cc(C)nn1-c1ccccc1)c1ccccc1 | -18 | -1 | -3 | -1 | 2.0 | 9 | 0.3 | -4 | -1.6

(listing goes on)
item | molecule | EP2 mod | Runt-CBFb FRET | Hck Nef HTS | Runt-SMMHC FRET | L929 necroptosis | PGE2 EP2 inh | TNF necrop inh | RBBP9 inhibitor | PERK inh
57 | Cc1c(Cl)cccc1NC(=O)c1nc(C)n(-c2cc(OC(C)C)c(Cl)cc2Cl)n1 | 4 | 0 | 1 | 2 | 0.1 | 5 | -4.2 | 1 | -1.0
58 | CCOC(=O)N1CCC(N(CCOC)C(=O)Nc2ccc(Cl)c(Cl)c2)CC1 | 14 | -1 | -2 | -5 | 15 | 8 | 6.2 | -3 | 0.2
59 | NC(=S)N/N=C/c1ccccc1 | 3 | 2 | 1 | 4 | 0.8 | 5 | -1.8 | -8 | -0.6
60 | COC(=O)c1cc(NC(=O)c2c(F)c(F)c(F)c(F)c2F)cc(C(=O)OC)c1 | 3 | -2 | 1 | 1 | 2.6 | 9 | -0.9 | -5 | 0.3

High-throughput results from PubChem.

A portion of the library. The share of hits here may be higher or lower than overall.
